MITF act = activators of MITF-driven TRPM1 promoter reporter, primary screen, cell-based, SK-MEL-5, luciferase, single point; 300,000 tested, 0.75% active; activation, % at 12.5 µM; AID 588334, 2011; SK-MEL-5 TRPM1-promoter luciferase, 24 h; % of positive control, neutral wells = 0;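 active = mean activation of at least 80% with every replicate also reaching 80%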;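 note: 0% = neutral control wells and 100% = parthenolide positive control wells; values of inactives mirror those of a sister screen read the other way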
PvdQ acylase = P. aeruginosa PvdQ acylase inhibitors, primary screen, biochemical, fluorescence, plate reader and imaging, single point; PvdQ acylase [Pseudomonas aeruginosa LESB58]; purified PvdQ acylase; inhibition, % at 10 µM; 340,000 tested, 0.063% active; AID 488965, 2010; in the data active = inhibition above about 30%, passing the limit was not always enough;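 note: 0% = vehicle neutral wells and 100% = reference inhibitor wells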
HTR5A inv ag = HTR5A inverse agonists in luminescence cell assay, primary screen, counter-screen for OPRM1-OPRD1 heterodimer inverse agonist project, full-deck HTS | 5-hydroxytryptamine receptor 5A (Homo sapiens), P47898 | inhibition, % at 9.3 µM | AID 504634, 2011 | 340,000 tested, 0.083% active | HTR5A cell line, inverse agonism; in the data active = inhibition mostly above about 23%, no sharp cut-off; inactive = mostly below about 18%;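 note: 0% = cells with DMSO and 100% = no-cell wells with DMSO; some compounds called inactive have numbers as strong as hits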
SR-BI DiI inh = inhibitors of SR-BI mediated HDL lipid uptake, primary screen, ldlA[mSR-BI] cells, fluorescence, single point; Scavenger receptor class B member 1 (Mus musculus), Q61009; ldlA[mSR-BI] CHO cells, DiI-HDL uptake fluorescence, 3 h; inhibition, % at 12.5 µM; 320,000 tested, 0.96% active;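 active = mean replicate inhibition of at least 70% and a set share of replicates each scoring 70 or more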;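 note: 0% = median of neutral control wells and 100% = median of positive control wells; values of inactives mirror those of a sister screen read the other way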
NSD2 HMT inh = NSD2 histone methyltransferase inhibitors, primary screen, biochemical, AlphaScreen, single concentration, set 2 | Histone-lysine N-methyltransferase NSD2 (Homo sapiens), O96028 | NSD2 peptide methylation, 120 min | inhibition, % at 12.5 µM | 310,000 tested, 0.54% active | AID 743445, 2014; in the data active = inhibition above about 50%
Wnt bcat act = Wnt/beta-catenin pathway activators, primary screen, cell-based, plate reader, single point. Wnt/beta-catenin reporter cell assay, activator. activation, % at 9.35 µM. 300,000 tested, 1.2% active; in the data active = activation above about 30%, passing the limit was not always enough;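 note: 0% = neutral control wells and 100% = positive control wells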
dFosB activator = activators of delta FosB homodimer, primary screen, biochemical, fluorescence polarization, TAMRA-CDK5 oligo, single point. Protein FosB (Mus musculus), P13346. purified delta FosB; percent of positive-control signal above neutral wells. activation, % at 25 µM. AID 493131, 2011. 340,000 tested, 0.99% active;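 active = mean activation above about 17%, with every replicate also reaching it, limit read from the data, passing the limit was not always enough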;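 note: fluorescence polarization rise as delta FosB binds a TAMRA Cdk5 AP-1 oligo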
Target sequence (P13346 whole entry, looked up): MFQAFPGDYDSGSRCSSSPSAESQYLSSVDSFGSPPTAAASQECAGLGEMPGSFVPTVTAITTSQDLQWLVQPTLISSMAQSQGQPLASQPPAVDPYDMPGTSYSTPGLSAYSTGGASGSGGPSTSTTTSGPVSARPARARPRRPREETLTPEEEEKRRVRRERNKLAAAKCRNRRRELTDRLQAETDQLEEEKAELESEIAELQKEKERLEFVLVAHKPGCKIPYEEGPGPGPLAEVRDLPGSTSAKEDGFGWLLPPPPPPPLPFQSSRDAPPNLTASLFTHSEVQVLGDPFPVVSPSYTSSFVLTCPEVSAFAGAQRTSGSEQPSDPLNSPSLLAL
HTR5A ag ctr = HTR5A agonists in luminescence cell assay, primary screen, counter-screen for OPRM1-OPRD1 heterodimer agonist project, full-deck HTS; 5-hydroxytryptamine receptor 5A (Homo sapiens), P47898; cell-based; activation, % at 9.3 µM; 340,000 tested, 0.61% active; AID 504692, 2011; in the data active = activation mostly above about 9.5%, no sharp cut-off; inactive = mostly below about 7.6%;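 note: 0% = cells with vehicle only and 100% = reference agonist; strong numbers were not always called active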
CDK5 inh = inhibitors of human CDK5/p35 kinase, primary screen, biochemical, single concentration. Cyclin-dependent kinase 5 (Homo sapiens) + Cyclin-dependent kinase 5 activator 1 (Homo …. Recombinant CDK5/p35, ADP-Glo luminescence, 60 min. inhibition, % at 10 µM. 330,000 tested, 0.01% active. AID 488839, 2010;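 active = highest replicate inhibition of at least 50% and at least 75% of replicates reaching 50%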;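 note: plate controls were DMSO neutral control for no effect and GW8510 at 10 µM for full effect; many of its hits are not listed in these tables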
Target sequence (Q00535 whole entry, looked up): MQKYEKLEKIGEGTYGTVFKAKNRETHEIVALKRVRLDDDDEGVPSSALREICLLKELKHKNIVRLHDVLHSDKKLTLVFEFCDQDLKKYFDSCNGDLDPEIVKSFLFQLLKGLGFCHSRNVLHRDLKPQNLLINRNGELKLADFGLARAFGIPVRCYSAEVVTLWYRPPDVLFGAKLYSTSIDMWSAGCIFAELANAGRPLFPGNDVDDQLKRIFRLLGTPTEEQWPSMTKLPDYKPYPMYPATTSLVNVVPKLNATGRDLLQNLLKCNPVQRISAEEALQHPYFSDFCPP
Target sequence (Q15078 whole entry, looked up): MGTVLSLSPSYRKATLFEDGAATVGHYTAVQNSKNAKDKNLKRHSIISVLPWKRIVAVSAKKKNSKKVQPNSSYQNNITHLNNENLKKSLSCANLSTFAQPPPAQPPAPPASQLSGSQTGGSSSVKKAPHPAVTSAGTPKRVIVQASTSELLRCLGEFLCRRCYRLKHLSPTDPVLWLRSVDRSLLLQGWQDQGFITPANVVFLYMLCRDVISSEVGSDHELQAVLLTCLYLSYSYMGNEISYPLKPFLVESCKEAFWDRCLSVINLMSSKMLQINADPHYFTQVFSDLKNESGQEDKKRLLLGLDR
V-ATPase pH = regulators of yeast V-ATPase proton pumping, primary screen, pHLuorin cytosolic pH fluorescence | S. cerevisiae | response, % at 10 µM | 350,000 tested, 0.37% active | AID 504577, 2011; in the data active = response mostly above about 7.3%, no sharp cut-off; inactive = mostly below about 5.4%; note: actives read high; inactives centre near 0; some compounds called inactive have numbers as strong as hits; reference of the scale not given here
The depositor's hits bear a star; . = no result given.

SMILES | MITF act | PvdQ acylase | HTR5A inv ag | SR-BI DiI inh | NSD2 HMT inh | Wnt bcat act | dFosB activator | HTR5A ag ctr | CDK5 inh | V-ATPase pH
CCC(Sc1nc2ccccc2c(=O)n1CCN1CCOCC1)C(=O)NCc1cccnc1 (centres undefined) | . | -13 | -6 | -10 | -3 | -5 | -1 | 0 | -0.3 | 1
CCOC(=O)CC(=O)CSc1nc2c(cc1C#N)CCCCC2 | . | -10 | -40 | 0 | 2 | . | -12 | 4 | -0.5 | -6
Cc1ccc([N+](=O)[O-])c(OCCN2CCC(Cc3ccccc3)CC2)c1 | -2 | -6 | 4 | 3 | 2 | 1 | -4 | -1 | 0.4 | 0
COC(=O)c1sccc1NC(=O)C12CC3CC(CC(C3)C1)C2 | . | -7 | 0 | -33 | -2 | -13 | 8 | 2 | 2.5 | 0
CCOC(=O)Cc1csc(NC(=O)CC)n1 | 16 | 8 | 5 | 0 | . | 2 | 6 | -1 | -0.4 | 2
Cn1c(=O)cc(OCC(=O)NCCCN2CCN(c3cccc(Cl)c3)CC2)c2ccccc21 | -17 | 8 | 4 | 25 | . | 0 | -6 | -2 | 2.1 | 0
Cc1ccccc1-n1nnnc1SCCCC(=O)c1ccc(F)cc1 | 0 | 15 | -8 | -8 | -1 | -2 | 4 | -1 | 0.1 | -5
Cc1csc(NC(=O)c2cccnc2)n1 | 13 | 8 | 13 | -29 | -3 | 3 | 1 | -3 | 2.3 | 3
CCCCN1CC(O)=C(c2nc3ccccc3s2)C1=N | 72 | -16 | 34 | 16 | -1 | -1 | -3 | -3 | -0.5 | 0
COc1ccc(NC(=O)c2oc3ccccc3c2NC(=O)COc2ccccc2OC)c(OC)c1 | -2 | -14 | 4 | -23 | 1 | . | -2 | -1 | -4.4 | -3
Cc1ccc(NC(=O)COC(=O)C2CCC2)cc1S(=O)(=O)N1CCOCC1 | -5 | -9 | 14 | -1 | -3 | -6 | -2 | -4 | -0.1 | 3
CCOC(=O)CN(C(=O)COc1ccc2c(C)cc(=O)oc2c1)c1ccc(OCC)cc1 | -2 | -5 | 17 | -9 | -3 | -3 | -11 | -7 | -1.2 | -1
COC(=O)c1ccc(CNC(=O)Cn2cnc3c(OCc4ccccc4)ncnc32)cc1 | -6 | -17 | . | 22 | . | -1 | 4 | . | -0.8 | 0
Cn1c(N)c(C(=O)c2cc(-c3ccccc3)nc3ccccc23)c(=O)n(C)c1=O | . | -17 | 5 | 3 | 0 | -2 | -1 | -2 | 0.3 | 2
Cc1cc(C)cc(NC(=O)C(c2ccccc2)N2CCCC2)c1 (centres undefined) | -5 | -2 | 9 | 0 | 1 | -3 | 1 | 2 | -1.6 | -1
C[C@@H]1COC(=O)[C@@H](Cc2ccc(F)cc2)C/C=C\C[C@H](CC(=O)N(CCO)Cc2ccccc2)C(=O)N1 | -2 | -15 | 5 | 13 | . | 0 | -6 | -1 | 1.4 | 1
CC1(C(=O)N2CCC(CC3CC(c4cccc(Br)c4)=NO3)(C(=O)NCC3CCCCC3)CC2)CC1 (centres undefined) | -2 | -5 | -50 | 7 | . | -4 | 3 | 0 | -7.6 | -3
COc1ccc(Br)cc1/C=N/n1c(-c2ccccc2)n[nH]c1=S | . | 17 | 1 | -30 | 2 | -2 | -4 | 0 | 0.1 | -5
CC(C)CNS(=O)(=O)c1ccc(CCC(=O)Nc2ccc3c(c2)OCO3)cc1 | 5 | -12 | -28 | . | -3 | . | -2 | -2 | 0.1 | -1
COc1ccccc1CNC(=O)CCCN1C(=O)COc2ccc(C)cc21 | -2 | -10 | -16 | 33 | . | . | 8 | 0 | 0.3 | -1
N#Cc1c(F)cccc1NCc1cccnc1 | 8 | 4 | 12 | 10 | -1 | 3 | -1 | -3 | 0.5 | 1
C/C(N)=C(/C#N)C(=O)COC(=O)Cc1coc2ccc3ccccc3c12 | 7 | -18 | -27 | -4 | 1 | 3 | -9 | -2 | 0.7 | 0
Fc1ccc(Nc2ncnc3sc4c(c23)CCC4)cc1F | -1 | -9 | 23 | -9 | -4 | . | -2 | -9 | -3.2 | 1
CC(C)C(=O)Nc1nnn(C)n1 | 0 | -12 | 0 | 3 | 21 | . | 1 | 3 | 0.2 | -1
CC(C(=O)OCC(=O)c1ccc([N+](=O)[O-])cc1)N1C(=O)C2C3CCC(C3)C2C1=O (centres undefined) | -4 | -13 | 8 | -9 | -2 | -3 | -6 | -3 | 0.0 | 3

Random excerpt: 2 records from the list, in no set order.
SMILES | MITF act | PvdQ acylase | HTR5A inv ag | SR-BI DiI inh | NSD2 HMT inh | Wnt bcat act | dFosB activator | HTR5A ag ctr | CDK5 inh | V-ATPase pH
C/C(N)=C(/C#N)C(=O)COC(=O)Cc1coc2ccc3ccccc3c12 | 7 | -18 | -27 | -4 | 1 | 3 | -9 | -2 | 0.7 | 0
CCOC(=O)CC(=O)CSc1nc2c(cc1C#N)CCCCC2 | . | -10 | -40 | 0 | 2 | . | -12 | 4 | -0.5 | -6

Next section
SMILES | MITF act | PvdQ acylase | HTR5A inv ag | SR-BI DiI inh | NSD2 HMT inh | Wnt bcat act | dFosB activator | HTR5A ag ctr | CDK5 inh | V-ATPase pH
CC(=O)Nc1ccc(Oc2ccc3c(c2)C(=O)NC3=O)cc1 | -13 | -7 | -3 | -22 | -1 | 0 | -11 | 1 | 2.0 | 1
CN(C)C(/C=C/Nc1ccc(O)cc1)=C(C#N)C#N | 2 | -2 | -15 | -17 | 0 | 0 | 5 | 6 | 1.8 | 0
Cc1ccc(CN(Cc2ccco2)C(=S)NCC(=O)NCc2cccnc2)cc1 | 16 | -5 | 3 | 0 | 7 | -1 | -5 | 1 | 0.0 | -2
CCOc1ccc(NC(=O)CN(C)C(=O)COc2cccc3c2OC(C)(C)C3)cc1OCC | 14 | 7 | -11 | 45 | 4 | -1 | 2 | -2 | -0.5 | 3
CCOC(=O)c1[nH]c(Cc2[nH]c(C(=O)OCC)c(C)c2CCC(=O)OC)c(CCC(=O)OC)c1C | . | -5 | -18 | -5 | 4 | -9 | -9 | 2 | -1.3 | -3
Cc1cc(S(=O)(=O)Nc2nc(CN3CCOCC3)nc3sc4c(c23)CCC4)cc(C)c1C | -1 | -9 | -25 | -5 | 10 | 1 | -14 | 8 | -0.5 | 0
O=C(CSc1nnc(Cc2ccccc2)o1)NCCc1ccccc1 | 1 | -8 | 1 | -44 | 3 | -1 | 3 | 0 | 1.1 | 2
CCN1CCN(Cc2ccc(NC(=O)c3ccc(C)c(NC(=O)c4ccnnc4)c3)cc2C(F)(F)F)CC1 | 9 | -6 | -14 | 26 | . | -2 | 1 | 5 | -2.2 | 2
COc1ccc(S(=O)(=O)N2CCN(CCOc3ccc(Br)cc3)CC2)cc1OC | 1 | -12 | -5 | 33 | 1 | 5 | -1 | 1 | -1.5 | 7
O=C(Cc1cccs1)Nc1ccccc1C(=O)O | . | 4 | -12 | -14 | -1 | 8 | -3 | 0 | 1.7 | -1
Cc1cc(C(=O)COC(=O)c2csc3c2CCCC3)c(C)n1C | 24 | -6 | -6 | 19 | -2 | 8 | -4 | 0 | -3.0 | 1
CCSC1=NCCN1S(=O)(=O)c1ccc(NC(C)=O)cc1 | -6 | -7 | 5 | 2 | 0 | -4 | 0 | -2 | -0.5 | 0
CCOC(=O)CSc1ncnc2c1cnn2-c1ccccc1 | 2 | -1 | 4 | -3 | -1 | . | -5 | 5 | 1.4 | -1
c1ccc(C(Nc2cccnc2)c2ccccc2)cc1 | -7 | -22 | -3 | 2 | 0 | -3 | -16 | 1 | 1.0 | 10
CCC(CC)C(=O)Nc1cccc(/C(C)=N/NC(=O)c2ccccc2Cl)c1 | -7 | -14 | -25 | 19 | 1 | 2 | -9 | 4 | 0.0 | 6
CC1CCN(CC(=O)Nc2sc3c(c2C#N)CCC3)CC1 | 16 | -9 | -2 | 22 | -3 | . | -1 | 1 | 1.7 | 0
CC(C)CNC(=O)C(=O)NCCC1CCCCN1S(=O)(=O)c1cccs1 (centres undefined) | 5 | 3 | 7 | -1 | 2 | 5 | -5 | 1 | -1.2 | -3
CN1C(=O)/C(=C2\SC(=S)N(NC(=O)c3cccnc3)C2=O)c2ccccc21 | . | 4 | -10 | 13 | 2 | -1 | 6 | 3 | 1.8 | 3
Cc1ccc(S(=O)(=O)N2CCOCC2)cc1C(=O)NC(=S)N1CC(C)OC(C)C1 (centres undefined) | 7 | -6 | -10 | -7 | 1 | 2 | 0 | 3 | 0.7 | 0
COc1cc(C)ccc1OCCOc1c(C)cccc1Cl | 63 | -4 | 4 | 40 | -5 | . | 1 | -2 | -0.8 | 4
C/C(=C\C(=O)c1ccncc1)Nc1ccccc1O | -6 | -16 | -26 | -5 | 2 | . | -6 | 10 | -1.1 | -3
Cc1ccc(NC(=O)c2oc3ccccc3c2NC(=O)C2CCCO2)cc1C (centres undefined) | 104* | -10 | 7 | 32 | -5 | 47* | -12 | 4 | 0.9 | 3
NC1=C(c2ccc([N+](=O)[O-])cc2)C(=O)CO1 | -4 | 2 | -11 | -8 | -4 | . | -5 | 4 | 1.0 | -1
CCCN(CCC)C1=CC(=[N+]2CCCC2)CC(C)(C)C1 | -72 | -12 | 4 | -83 | 3 | 1 | 3 | -2 | -1.0 | 2
O=C(Nc1nc(-c2cccs2)cs1)c1ccc(S(=O)(=O)N2CCCCC2)cc1 | -11 | -8 | -54 | . | . | -2 | 8 | 19* | 1.4 | 2
Additional results follow:
SMILES | MITF act | PvdQ acylase | HTR5A inv ag | SR-BI DiI inh | NSD2 HMT inh | Wnt bcat act | dFosB activator | HTR5A ag ctr | CDK5 inh | V-ATPase pH
CNc1nnc(-c2ccc(C)cc2)c2ccccc12 | 3 | 4 | 10 | -3 | 9 | 0 | -3 | -4 | -0.5 | -1
O=C(COC(=O)c1c(F)cccc1Cl)NC(=O)Nc1ccc2c(c1)OCCO2 | 26 | -8 | -8 | -12 | -3 | -1 | 8 | 3 | -1.0 | -1
CCN(CC(=O)NC(C)(C)C)C(=O)C(c1ccccc1)c1ccccc1 | 11 | 2 | 0 | -5 | -7 | -1 | -3 | 0 | -0.3 | -1
Cc1ccc(/C=C2\S/C(=N/S(=O)(=O)c3cccs3)NC2=O)cc1 | 11 | -6 | -31 | . | 18 | -1 | -16 | -2 | -5.4 | 21*
COC(=O)c1ccc(SCC(=O)NC2CCCC2)c([N+](=O)[O-])c1 | -3 | -15 | 2 | -6 | 0 | -5 | -6 | 0 | -0.9 | -1
CC1(C)CC(=O)C(CS(=O)(=O)c2ccccc2)=C(Cl)C1 | -11 | -12 | -33 | -24 | -3 | -3 | -1 | 3 | -1.5 | 3
Cc1ccc(NC(=O)C(=Cc2ccc(C(=O)O)cc2)C(=O)Nc2ccc(C)cc2C)c(C)c1 | -44 | -11 | -2 | . | 7 | . | -6 | 0 | 0.8 | 2
Fc1cccc(/C=N/NC(=S)Nc2ccccc2Cl)c1 | 42 | 7 | 4 | 52 | 0 | . | -5 | -1 | -0.6 | -1

Source: PubChem
